Screening results deposited in PubChem BioAssay by NCI.
NCI-60 one-dose screen, 48 h, at 10 µM unless noted. Numbers give growth in % (100 = growth as untreated, 0 = no growth, -100 = all killed).
SW-620 = SW-620 colon cancer | AID 1794795 | 82,000 compounds, 5.2% hits
SNB-75 = SNB-75 CNS cancer | 79,000 compounds, 5% hits | AID 1794750
HCT-116 = HCT-116 colon cancer | AID 1794798 | 82,000 compounds, 7.3% hits
HT29 = HT29 colon cancer; 81,000 compounds, 7.4% hits
HCT-15 = HCT-15 colon cancer; 82,000 compounds, 5.2% hits; AID 1794746
HCC-2998 = HCC-2998 colon cancer | 79,000 compounds, 4.7% hits | AID 1794799
KM12 = KM12 colon cancer cells; 82,000 compounds, 5% hits; AID 1794800
SF-268 = SF-268 CNS cancer cells | AID 1794759 | 82,000 compounds, 3.1% hits
SNB-19 = SNB-19 CNS cancer cells. 81,000 compounds, 2.5% hits. AID 1794751
The depositor's hits bear a star; nt = not tested or not shown; & = joins results of further samples. The calls were made as follows: active = growth percent below 10; inactive = the rest.

Results follow in this order: KM12 | SNB-75 | HCT-15 | HCC-2998 | HCT-116 | SF-268 | SW-620 | HT29 | SNB-19
CC(C)OC(CCC#N)c1ccccc1 (stereo not drawn)
→ 108 | 95 | 114 | 106 | 110 | 108 | 110 | 100 | 112
CCCCN(CCCC)CCNc1ccc(Cl)c2oc3cc(C)ccc3c(=O)c12
→ 97 | 79 | 94 | 73 | 83 | 100 | 92 | 89 | 94
C[C@@H]1CN(c2ccc3ncc(C#Cc4cncc(C(=O)Nc5ccc(CN6CCN(C)CC6)c(C(F)(F)F)c5)c4)n3n2)C[C@H](C)O1
→ -7.6* | -79* | -17* | -30* | -71* | -60* | -52* | -66* | -4.8*
COC(=O)[C@H](CSC)N(C)C(=O)[C@@H]1CSSC[C@@H](NC(=O)c2nc3ccccc3cc2O)C(=O)NCC(=O)N1C
→ 51 | 132 | 99 | 99 | 72 | 79 | 74 | 76 | 93
OC(c1ccc(Cl)cc1)C1CCNCC1 (stereo not drawn)
→ 110 | 107 | 95 | 109 | 106 | 110 | 104 | 103 | 110
CCNC(=O)Oc1ccc(/C(=C(/C)Cc2ccc(OC)cc2)c2ccc(OCCN(C)C)cc2)cc1
→ 81 | 79 | 61 | 79 | 54 | 85 | 88 | 30 | 89
CCN(CC)C(=O)C1CCN(C)CC1
→ 102 | 95 | 108 | 101 | 91 | 97 | 100 | 92 | 101
O=C(CSc1ccc(Cl)cc1)Nc1ccccc1
→ 92&99 | 93&90 | 105&92 | 104&93 | 107&113 | 98&113 | 106&104 | 102&87 | 101&105
CCCCN(CCCC)C(=O)OCC
→ 104 | 94 | 102 | 108 | 99 | 97 | 103 | 109 | 104
Cc1ccc(-c2nc3cc4nc5ccccc5[nH]c4cc3n2)o1
→ 98 | 83 | 103 | 107 | 99 | 102 | 98 | 104 | 96
COc1ccc(-c2cc(C(=O)OCc3ccc(Br)cc3)nn2-c2ccc(S(C)(=O)=O)cc2)cc1
→ 92 | 84 | 72 | 110 | 81 | 80 | 95 | 90 | 88
CC[C@@]12C=C(C)[C@H]3c4c(cc(O)cc4N1C(=O)C(C)=C2O)[C@@H](O)[C@@H]3C
→ 108 | 88 | 99 | 93 | 99 | 103 | 104 | 101 | 104
CC(=O)Oc1ccccc1C(C)=O
→ 105 | 100 | 102 | 95 | 97 | 110 | 106 | 97 | 105
CCC[n+]1ccc(SCC(=O)n2ccc3ccccc32)c2ccccc21
→ 91 | 95 | 105 | 108 | 93 | 105 | 97 | 102 | 100
CCOC(=O)CC1CSC(N/N=C/c2ccc(F)cc2)=N1 (stereo not drawn)
→ 105 | 103 | 103 | 102 | 96 | 96 | 110 | 104 | 99
COc1ccc2oc(=O)cc(C3C(C#N)=C(N)Oc4n[nH]c(C)c43)c2c1 (stereo not drawn)
→ 103 | 75 | 97 | 116 | 94 | 100 | 108 | 102 | 111
C#C[C@]1(O)CC[C@H]2[C@@H]3CC=C4c5sc(Nc6cc(F)ccc6F)nc5CC[C@]4(C)[C@H]3CC[C@@]21C
→ -41* | -29* | -28* | -79* | -44* | 0.6* | -61* | 8.0* | 6.4*
O=C(Nc1ccc(S(=O)(=O)Nc2ccccn2)cc1)Nc1ccc(Cl)c(C(F)(F)F)c1
→ 39 | 113 | 45 | 73 | 38 | 73 | 64 | 60 | 71
Cc1nn(-c2ccc([N+](=O)[O-])cc2)c2ncnc(N/N=C/c3cccc(F)c3)c12
→ 93 | 82 | 86 | 107 | 94 | 91 | 101 | 96 | 94
CSc1nc2c(nc(SC)n2-c2ccccc2)c(=O)[nH]1
→ 98 | 103 | 102 | 105 | 81 | 101 | 105 | 87 | 104
CN1CCN(Cc2ccc(NC(=O)c3cncc(C#Cc4cnc(N)nc4)c3)cc2C(F)(F)F)CC1
→ 9.4* | 41 | 17 | 42 | 3.4* | 28 | 10 | 14 | 57
C=CCc1ccccc1OCC(=O)O
→ 113 | 90 | 104 | 97 | 95 | 104 | 108 | 113 | 87
CCOC(=O)CCC(NC(=O)CCCCSc1ncnc2nc[nH]c12)C(=O)OCC (stereo not drawn)
→ 101 | 82 | 100 | 92 | 95 | 102 | 109 | 106 | nt
O=C1c2ccccc2C(=O)c2c1ccc(C(Br)Br)c2Cl
→ 48 | 91 | 44 | 87 | -63* | -19* | -23* | 52 | 43
COc1cc(C=O)cc(Cl)c1OC
→ 94 | 96 | 108 | 107 | 96 | 97 | 100 | 92 | 96
O=C(O)/C=C\C(=O)Nc1ccc(C(=O)O)c(O)c1
→ 106 | 106 | 100 | 114 | 103 | 105 | 107 | 99 | 107
COc1ccccc1C(C(=O)O)c1ccccc1 (stereo not drawn)
→ 104 | 99 | 101 | 99 | 105 | 103 | 110 | 93 | 104
NS(=O)(=O)c1ccc(CCNC(=O)CSc2nc3c(c(=O)[nH]2)CCCC3)cc1
→ 103 | 114 | 102 | 109 | 105 | 106 | 104 | 102 | 101
O=C(/C=C/c1cn(-c2ccccc2)nc1-c1ccc(Cl)cc1)OCc1cn(-c2cccc(Cl)c2)nn1
→ 98 | nt | 101 | 96 | 90 | 85 | 96 | 105 | 90
O=C(Nc1ncc(Cc2ccccc2Cl)s1)C(=S)N1CCOCC1
→ 108 | 92 | 103 | 99 | 101 | 97 | 102 | 107 | 94
CCCCSCC(=O)c1ccccc1
→ 98 | 82 | 104 | 100 | 95 | 97 | 105 | 92 | 98
CCOC(=O)C(Cc1ccccc1)(c1ccccc1)c1ccccc1
→ 87 | 106 | 88 | 94 | 72 | 89 | 89 | 86 | 96
NC(=O)c1c(NC(=O)c2cccc(C(F)(F)F)c2F)sc2c1CCC(=O)C2
→ 7.4* | 40 | 7.6* | 44 | 7.5* | 22 | 2.9* | 8.5* | 18
CSc1nc2c(=O)[nH]c(=O)[nH]c2n1-c1ccccc1
→ 102 | 106 | 103 | 101 | 101 | 106 | 108 | 98 | 111
Cc1ccccc1C(=O)NNC(=O)c1n[nH]c(=O)c2ccccc12
→ 112 | 85 | 116 | 110 | 102 | 111 | 98 | 112 | 101
O=C(Nc1ccc(OS(=O)(=O)c2ccc(C(F)(F)F)cc2)cc1)C1CCCC1
→ 88 | 88 | 96 | 104 | 93 | 93 | 112 | 73 | 103
CC(C)(C)OC(=O)CN1CCc2c(sc3ncnc(N4CCN(S(C)(=O)=O)CC4)c23)C1
→ 111 | 110 | 104 | 111 | 103 | 108 | 114 | 112 | 98
Cc1cc(=O)[nH]c(SCc2ccccc2Cl)n1
→ 150 | 95 | 117 | 107 | 105 | 131 | 119 | 116 | 107
C/C=C1/CN(CCCCC)CC[C@H]1C(=O)c1cc2ccccc2[nH]1
→ 109 | 76 | 87 | 101 | 67 | 90 | 87 | 76 | 97
N#CC12CC(O)(CC(c3ccccc3)C1(C#N)C#N)NC2=O (stereo not drawn)
→ 103 | 103 | 101 | 103 | 97 | 102 | 103 | 102 | 102
CCOC(=O)c1ccc2n1CCCc1cnc(NC(C)=O)nc1-2
→ 109 | 86 | 107 | 122 | 107 | 96 | 106 | 106 | 100
Cc1ccc(Cn2c(O)c(N=NC(=O)c3ccc(S(N)(=O)=O)cc3)c3ccccc32)cc1
→ 106 | 92 | 106 | 114 | 102 | 99 | 100 | 111 | 100
O=C1NC(=O)C(=Cc2cn(Cc3cn(Cc4cccc5ccccc45)nn3)c3ccccc23)C(=O)N1
→ 99 | 61 | 80 | 111 | 87 | 77 | 85 | 103 | 88
C/C(=N\Nc1ccccc1C(=O)O)C(=O)O
→ 106 | 90 | 105 | 119 | 101 | 108 | 104 | 111 | 101
NC(=S)N1N=C(c2ccccc2)CC1c1cn(-c2ccccc2)nc1-c1ccc(OCc2ccccc2)cc1 (stereo not drawn)
→ 100 | 95 | 106 | 103 | 89 | 101 | 106 | 96 | 97
COc1ccc2c(c1)N=C(C(=O)O)/C2=C/c1sc(=S)[nH]c1O
→ 72 | 43 | 76 | 89 | 83 | 79 | 87 | 94 | 92
O=C(Nc1cccc(-c2nc3ccccc3c(=O)[nH]2)c1)c1cccnc1
→ 66 | 65 | 84 | 105 | 81 | 82 | 80 | 90 | 94
COc1ccc(/C=C2\SC(=NCc3ccco3)NC2=O)cc1
→ 99 | 67 | 78 | 81 | 90 | 96 | 97 | 102 | 78
COc1cc(CNC(=O)/C=C/c2ccccc2)ccc1OCc1cn(-c2ccc(C)c(C)c2)nn1
→ 101 | 84 | 101 | 104 | 97 | 94 | 98 | 101 | 95
O=C(O)c1cn(C2CC2)c2cc(N3CCN(C(=O)CSc4nnc(-c5ccc(Cl)cc5)n4-c4ccccc4)CC3)c(F)cc2c1=O
→ 103 | 96 | 104 | 102 | 103 | 103 | 109 | 97 | 91

The list continues.
Results follow in this order: KM12 | SNB-75 | HCT-15 | HCC-2998 | HCT-116 | SF-268 | SW-620 | HT29 | SNB-19
CCN(CC)CCCN1C(=O)c2c(c(C)c3c(oc4ccc(OC)cc43)c2C)C1=O
→ 104 | 109 | 95 | 105 | 93 | 99 | 98 | 91 | 94
Cc1ccc(N2C(=O)CCC2=O)cc1
→ 103 | 103 | 96 | 108 | 93 | 103 | 96 | 99 | 104
NC1=NC(=O)c2c3c(nc(N)c21)CCCCC3
→ 115 | 94 | 109 | 112 | 101 | 105 | 122 | 110 | 104
CC(=O)c1cc(C(=O)N2c3ccccc3Sc3ccccc32)n2c1ccc1ccccc12
→ 45 | 39 | 42 | 88 | 26 | 68 | 42 | 30 | 58
CCOc1ccc(-c2nc3ccc(-c4nc5ccc(N6CCN(CCNC(C)=O)CC6)cc5[nH]4)cc3[nH]2)cc1
→ 101 | 88 | 105 | 116 | 69 | 94 | 75 | 90 | 103
O=C1CCc2c(sc3[nH]c(=S)n(-c4cccc(Cl)c4)c(=O)c23)C1
→ 78 | 91 | 106 | 104 | 102 | 94 | 99 | 109 | 95
O=C1CCN=C2C=CC(Cl)=CN12
→ 102 | 104 | 105 | 104 | 101 | 96 | 109 | 98 | 107
CS/C(N)=N\S(=O)(=O)c1ccc(NC(C)=O)cc1
→ 111 | 87 | 105 | 105 | 103 | 87 | 104 | 109 | 94
CC(=O)c1c(O)c(C)c(O)c2c1OC1=Cc3c(c(C)nn3-c3ccccc3)C(=O)C12C (stereo not drawn)
→ 104 | 91 | 97 | 109 | 100 | 102 | 98 | 104 | 95
CN(C)S(=O)(=O)c1ccc(N)cc1
→ 99 | 102 | 92 | 110 | 108 | 100 | 105 | 102 | 111
CCOC(=O)c1cc(/C(=N/O)c2cc(OC)c(OC)c(OC)c2Br)n2cc(C)cc(C)c12
→ 73 | 42 | 66 | 90 | 67 | 67 | 59 | 79 | 89
O=C(c1nc2ccccc2[nH]1)C1C(c2ccc(Cl)cc2)C2CC3CCCC[C@H]3N2[C@@]12C(=O)Nc1cc(Cl)ccc12 (stereo partly drawn)
→ 46 | 34 | 30 | 52 | 23 | 42 | 33 | 26 | 59
O=C(Nc1cccc2[nH]c(C(F)(F)F)nc12)c1cc(Cl)ccc1Cl
→ 20 | 76 | 29 | 34 | 26 | 45 | 42 | 52 | 32
C=C(C)[C@@H]1CC[C@]2(C#N)CC[C@]3(C)[C@H](CC[C@@H]4[C@@]5(C)CCC(=O)C(C)(C)[C@@H]5CC[C@]43C)[C@@H]12
→ 100 | 80 | 115 | 97 | 94 | 93 | 99 | 93 | 87
Cc1cc(-c2cc(C)nc(N)n2)nc(N)n1
→ 106 | 94 | 101 | 106 | 100 | 103 | 103 | 105 | nt
O=CN1N=C(c2ccc(Cl)cc2)CC1c1cn(Cc2ccc(Cl)cc2)c2ccccc12 (stereo not drawn)
→ 87 | 81 | 79 | 93 | 77 | 75 | 85 | 80 | 77
CN(C)CCCn1c2nc(=O)[nH]c(=O)c-2nc2cc(Cl)c(Cl)cc21
→ 57 | 100 | 87 | 92 | -18* | 108 | 14 | 21 | 100
O=C1CCN(c2nc(CO)ncc2-c2ccc(C(F)(F)F)cc2)CC1
→ 104 | 91 | 99 | 110 | 97 | 107 | 95 | 107 | 112
C[C@]12CCC3c4ccc(OS(=O)(=O)O)cc4CCC3C1CCC2=O (stereo partly drawn)
→ 107 | 101 | 102 | 99 | 108 | 112 | 106 | 89 | 107

Outcome played no part in choosing rows. About 11% of those tested had a hit in this group.
